# Bioassay records deposited in PubChem BioAssay by several laboratories.
# CHRM5 PAM: potentiates acetylcholine response at human M5 receptor | CHO-K1 hM5, Fluo-8 calcium, ACh EC20 PAM; 0% = ACh EC20, 100% = ACh EC100 | P08912 | activation, % at 3 µM | hit rate 0.3% among 360,000;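 active means activation above the run cutoff, the mean activation of all test compounds plus 3 SD, cut at about 18% in these data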
# Target sequence (P08912 whole entry, looked up): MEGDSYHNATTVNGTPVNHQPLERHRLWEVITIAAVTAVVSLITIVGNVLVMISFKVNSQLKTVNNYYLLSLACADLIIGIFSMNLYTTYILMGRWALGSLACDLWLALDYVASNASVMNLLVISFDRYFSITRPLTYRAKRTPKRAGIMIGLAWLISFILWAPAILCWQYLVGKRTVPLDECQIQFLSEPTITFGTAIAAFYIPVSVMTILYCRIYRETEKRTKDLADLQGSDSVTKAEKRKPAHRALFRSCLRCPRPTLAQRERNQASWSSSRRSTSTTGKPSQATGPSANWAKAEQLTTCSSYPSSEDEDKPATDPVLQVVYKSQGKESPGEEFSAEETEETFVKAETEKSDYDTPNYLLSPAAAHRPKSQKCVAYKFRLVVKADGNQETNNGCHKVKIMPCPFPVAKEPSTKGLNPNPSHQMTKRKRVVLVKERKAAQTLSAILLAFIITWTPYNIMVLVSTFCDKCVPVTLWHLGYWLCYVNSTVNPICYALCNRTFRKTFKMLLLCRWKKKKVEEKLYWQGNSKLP
#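 System: CHO-K1 cell line with stable human muscarinic M5 receptor expression | Also added: EC20 acetylcholine as agonist stimulus | Compound: One concentration, 3 µM final (nominal) | Timing: Fluo-8 loading 80 min at 37 °C plus 30 min room temperature | Measured by: Fluo-8 calcium dye fluorescence, kinetic read | Read-out basis: % activation, ACh-normalized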
# TAAR1 antagonist: human TAAR1 antagonism; CHO RD-HGA16 TAAR1, Fluo-8 calcium fluorescence, antagonist; inhibition, % at 3 µM; Q96RJ0; AID 624466; hit rate 1.5% among 360,000;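 active means inhibition above a per-plate cutoff, the mean inhibition of test compounds on that plate plus 3 SD, cut at about 49% in these data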;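 further: 0% = DMSO plus EC80 beta-PEA response and 100% = DMSO alone without agonist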
#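 Test system: RD-HGA16 CHO cells with stable hTAAR1 and Gα16 / Probe or stimulus: EC80 β-phenethylamine stimulus / Times: seeding 17-24 h prior, 75-min 37 °C, 30-min RT dye loading / Detection: Fluo-8 calcium-sensitive fluorescence / Read-out basis: % inhibition scaled between DMSO and EC80 PEA controls / Repeats: singlicate, one well per test compound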
# CHRM4 PAM: positive allosteric modulators of human muscarinic M4 receptor | P08173 | CHO-K1 hM4/Gqi5, Fluo-8 calcium fluorescence, ACh EC20; 0% = ACh EC20, 100% = maximal ACh | activation, % at 3 µM | hit rate 0.4% among 360,000;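 active means activation above its plate's cutoff, the mean activation of sample wells plus 3 SD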; further: some results filed as inactive read as strong as hits
# Target sequence (P08173 whole entry, looked up): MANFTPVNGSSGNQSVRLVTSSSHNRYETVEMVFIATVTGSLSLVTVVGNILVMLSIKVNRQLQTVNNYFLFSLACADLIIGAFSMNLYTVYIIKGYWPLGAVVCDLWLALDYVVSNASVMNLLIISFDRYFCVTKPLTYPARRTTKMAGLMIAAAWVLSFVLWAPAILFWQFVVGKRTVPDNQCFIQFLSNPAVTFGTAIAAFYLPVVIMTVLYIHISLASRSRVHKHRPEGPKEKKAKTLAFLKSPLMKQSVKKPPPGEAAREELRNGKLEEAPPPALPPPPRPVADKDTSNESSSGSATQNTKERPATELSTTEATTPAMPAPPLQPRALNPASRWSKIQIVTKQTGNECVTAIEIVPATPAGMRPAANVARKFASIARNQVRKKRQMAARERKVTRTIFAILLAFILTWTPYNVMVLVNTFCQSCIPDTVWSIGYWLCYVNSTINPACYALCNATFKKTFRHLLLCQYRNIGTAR
# TAAR1 agonist: agonists of human TAAR1; Q96RJ0; activation, % at 3 µM; CHO RD-HGA16 TAAR1, Fluo-8 calcium fluorescence; vehicle wells 0%, saturating PEA agonist 100%; hit rate 0.99% among 360,000; AID 624467;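 active means activation above the mean activation of all test compounds in the run plus 3 SD, cut at about 38% in these data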
#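 System: CHO-derived RD-HGA16 cells with stable Gα16 and human TAAR1 / Times: 17-24 h plating, Fluo-8 75 min 37 °C, 30 min RT / Technique: calcium-sensitive Fluo-8 signal, excitation 470-495, emission 515-575 nm / Measure: % activation relative to PEA EC100 response / Benchmarks: DMSO and PEA EC100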
# M5 antag: blocks acetylcholine activation of human M5 receptor. hit rate 0.59% among 360,000. P08912. inhibition, % at 3 µM. CHO-hM5 cells, Fluo-8 calcium fluorescence, ACh EC80;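 active means inhibition above a per-plate cutoff, the mean of that plate's test compounds plus 3 SD, cut at about 27% in these data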;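 further: 0% = acetylcholine EC80 with DMSO and 100% = DMSO without agonist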
# CRFR2-BP ag: agonists of human CRF-binding protein/CRF-R2 receptor complex; HEK293 CRF-R2/CRF-BP, calcium dye fluorescence (FLIPR); percent of saturating CRF peptide response; hit rate 0.46% among 350,000; activation, % at 13.2 µM;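 active means activation of at least 50%, plus an integration ratio under a set limit after plate pattern correction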;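 further: plate controls were neutral control wells without compound for no effect and CRF at EC100 for full effect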
# CRFBP-R2 block: blocks CRF-induced signaling of the CRF-BP/CRF-R2 complex. HEK293 CRF-R2/CRF-BP, CRF-induced calcium fluorescence. inhibition, % at 11.8 µM. hit rate 0.59% among 350,000. AID 588475;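 active means inhibition of the ligand-induced calcium signal above about 50% at the single tested concentration, limit read from the data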
# CHRM5 agonist: agonists of human muscarinic M5 receptor (CHRM5). P08912. CHO-K1 hM5 cells, Fluo-8 calcium fluorescence; 0% DMSO wells, 100% maximal acetylcholine response. activation, % at 3 µM. hit rate 0.19% among 360,000. AID 624037;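 active means activation above the run's mean over test compounds plus 3 SD, cut at about 23% in these data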;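 further: signal is peak over basal fluorescence ratio across the kinetic read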
# M1 PAM parental: nonselective activator or artifact in parental CHO-K1 calcium assay; activation, % at 3 µM; ATP EC20, Fluo-8 calcium fluorescence; 0% at ATP EC20, 100% at ATP max; AID 602247; hit rate 0.02% among 360,000;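 active means activation above the run cutoff, the mean activation of all test compounds plus 3 SD, cut at about 40% in these data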;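 further: peak over basal fluorescence ratio in a 140 s read after ATP addition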
# An asterisk follows results filed as active; nt = not tested or not shown.
SMILES	CHRM5 PAM	TAAR1 antagonist	CHRM4 PAM	TAAR1 agonist	M5 antag	CRFR2-BP ag	CRFBP-R2 block	CHRM5 agonist	M1 PAM parental
CC1(C(=O)NS(=O)(=O)c2cccs2)CCN1C(=O)c1ccco1 (centres undefined)	-1	-22	8	2	2	nt	nt	0	0
OCCN1CCN(c2ncnc3scc(-c4ccc(F)cc4)c23)CC1	5	-17	-6	6	6	-2.5	6	0	-8
Nc1c(-c2ccccc2)cnc2cc(-c3ccccc3)nn12	-7	24	1	-1	-14	-2.4	-10	1	13
O=S1(=O)NC2c3ccccc3CC2O1 (centres undefined)	4	-5	1	20	4	-4.2	8	0	0
C=CCN1C(=O)c2oc3ccccc3c(=O)c2C1c1ccc(O)c(OC)c1 (centres undefined)	-4	-1	9	1	2	-2.5	-8	-1	2
O=C(Cc1ccc(S(=O)(=O)N2CCCC2)s1)N1CCOCC1	-2	12	-1	3	2	1.9	-19	-5	10
O=C(CSc1ncn(-c2ccccc2)n1)NCc1ccccc1	5	-10	0	4	0	-1.0	11	-4	11
COc1ccccc1CO/N=C/NC(=O)c1c(OC)ccnc1Oc1ccc(F)cc1	-11	40	-5	13	3	-0.6	-7	6	17
O=C(NC(Cc1ccccc1)C(=O)O)c1cccnc1Cl (centres undefined)	-2	-6	-1	2	-7	-1.0	6	1	-8
CCCc1cc(=O)[nH]c(=S)[nH]1	-1	-6	0	1	1	-1.9	4	0	19
CCC1CCCCN1CCCNC(=O)C1CC(=O)N(CCc2ccccc2)C1 (centres undefined)	7	-17	-2	2	-1	-0.2	-4	-2	-16
O=C(NCc1nnc(SCC(=O)N2CCN(c3ccccc3)CC2)o1)c1ccco1	-9	8	1	10	4	-1.4	-12	-3	-4
CCC(C(=O)Nc1cc(Cl)c(OC)cc1OC)c1ccccc1 (centres undefined)	0	-18	2	-2	19	-0.8	16	1	13
[N-]=[N+]=NC1C[C@H](n2ccc(=O)[nH]c2=O)O[C@@H]1CO (some centres undefined)	2	-17	-5	1	2	0.5	4	0	7
Cc1[nH]nc2c1C(c1ccc(-c3ccc(Cl)cc3)o1)C(C#N)=C(N)O2 (centres undefined)	-6	-1	1	2	9	-0.1	-110	1	8
CC(C)(C)c1cc(NC(=O)COC(=O)c2ccc3c(=O)n4c(nc3c2)CCC4)n(-c2ccccc2)n1	4	-13	-2	4	-1	-0.3	-17	-4	15
NC(=O)c1ccc(NC(=O)COC(=O)CC2Sc3ccccc3NC2=O)cc1 (centres undefined)	-10	-12	-1	4	8	0.6	2	1	-2
CC(C)c1nc(N2CCOCC2)c(C#N)c2c1CCC2	0	-32	15	0	1	1.4	-1	-4	4
Cc1[nH]n(-c2ncc(-c3ccccc3)s2)c(=O)c1C(c1ccc(Cl)cc1)C(C#N)C#N (centres undefined)	-6	-1	6	4	9	-2.3	18	-2	-1
CCN(CC(=O)NC(C)C)Cc1nc2sc3c(c2c(=O)[nH]1)CCC3	7	-4	17	14	-8	-1.0	-5	-1	18

# The listing continues:
SMILES	CHRM5 PAM	TAAR1 antagonist	CHRM4 PAM	TAAR1 agonist	M5 antag	CRFR2-BP ag	CRFBP-R2 block	CHRM5 agonist	M1 PAM parental
Cc1ccc2nc(SCC(=O)N3CCN(c4ccccc4)CC3)nc(=O)n2c1	-3	1	-7	0	6	-1.9	6	1	-5
CCC(=O)N1CCc2cc(S(=O)(=O)NCCC(=O)N3CCN(c4ccccc4)CC3)ccc21	-8	0	-6	0	-6	-0.1	-7	-2	9
CCN(CC)S(=O)(=O)c1ccc(N2CCCC2)c(NS(=O)(=O)c2cccs2)c1	-11	11	-1	-1	-1	-0.1	19	-4	12
O=C1Nc2ccccc2/C1=C/c1ccnc2ccccc12	-3	-5	0	1	0	-1.9	-5	2	14
Cc1ccc(Cn2nnnc2CN2CCC(c3nc4ccc(Cl)cc4[nH]3)CC2)cc1	-2	23	-16	6	3	2.7	5	-3	1
Cc1ccc(C(C(=O)NC(C)(C)C)N(C(=O)c2csnn2)c2cccc(F)c2)o1 (centres undefined)	-1	1	11	11	-5	-0.8	8	-2	13
CCc1nnc(NC(=O)CCC(=O)NCCc2ccccc2)s1	5	-9	-2	49*	-7	-1.1	2	-1	-5
COc1cc(O)c(C(CCN2CCOCC2)c2cc(OC)c(OC)c(OC)c2)c(OC)c1 (centres undefined)	0	-7	7	5	12	3.3	-3	2	-1
Cc1cnc(C(=O)OCC(=O)c2ccc(C3CCCCC3)cc2)cn1	-4	-29	-1	2	4	-0.4	-5	-1	-11
CCOc1ccccc1NC(=O)CSc1nc2ccccc2nc1N1CCOCC1	-12	27	-2	-2	6	5.0	-18	-2	-9
O=C(Nc1ccon1)c1ccc2c(c1)OCO2	-5	-3	-3	3	0	-0.6	-3	2	-12
COc1cccc(NC(=O)c2ccccc2)c1	-2	-4	7	0	3	-3.3	12	5	-15
COc1cc(CNC2CCCCCCC2)c(Br)cc1OCCO	-6	1	-4	4	11	-0.1	-1	-2	-19
CCOc1ccc(S(=O)(=O)N2CCCC(C(=O)NCc3cccnc3)C2)cc1Cl (centres undefined)	-2	-24	-2	20	-1	-1.0	8	-2	-4
CCOc1ccc(S(=O)(=O)N(C)CCO)cc1-c1nc2c(C(C)(C)C)nn(C)c2c(=O)[nH]1	-9	7	-10	15	12	-1.0	-11	3	14
CCc1ccc(-c2csc(NC(=O)c3cccnc3)n2)cc1	-4	12	-5	17	5	0.4	-20	6	9
CCOC(=O)[C@H]1[C@H]2COc3ccccc3[C@@H]2N2C(=O)[C@@H](CO)NC(=O)[C@@]12C	-4	7	4	4	12	1.4	-5	4	11
CCOC(=O)N1CCN(Cc2nc3cc(NC(=O)c4ccco4)ccc3n2C)CC1	-4	-12	-1	1	12	-0.6	23	-5	0
CSc1ccccc1OCc1cc(C(=O)NCc2csc(C(C)C)n2)no1	-13	16	-9	-3	11	0.3	105*	-5	-10
Cc1ccccc1Cn1ccc(NC(=O)c2nn(C)cc2[N+](=O)[O-])n1	4	3	-6	0	-6	-0.3	7	2	-4

# Following part:
SMILES	CHRM5 PAM	TAAR1 antagonist	CHRM4 PAM	TAAR1 agonist	M5 antag	CRFR2-BP ag	CRFBP-R2 block	CHRM5 agonist	M1 PAM parental
CC1=CC2=C(C=O)C(=O)C(C)(O)C(O)C2=CO1 (centres undefined)	-3	-21	4	7	-1	-1.8	-6	1	16
CN(c1cccc(NC(=O)c2ccccc2N(Cc2ccccc2)S(C)(=O)=O)c1)S(C)(=O)=O	-4	6	-7	5	1	3.3	-8	2	16
O=C1c2cccc([N+](=O)[O-])c2C(=O)N1c1ccccc1	-2	12	-5	0	5	1.1	20	-3	14
O=[N+]([O-])c1ccc(NS(=O)(=O)c2ccc(Cl)c(Cl)c2)cc1	-21	-30	-9	3	26	nt	nt	7	-9
COc1ccc(-c2cc3c(=O)n(CC(=O)NCCCc4ccccc4)ncn3n2)cc1	-8	-11	-3	1	7	-1.0	24	2	-2
CC(=O)Nc1ccc(NC(=O)/C=C/c2cccc(C(F)(F)F)c2)cc1	0	18	-2	3	-1	-5.1	2	-3	-1
CSCCC(NS(=O)(=O)c1ccc(Cl)cc1)C(=O)OCC(=O)N(C(C)C)C(C)C (centres undefined)	-10	6	3	13	2	-0.4	-13	-6	7
CCCc1n[nH]c2c1/C(=N\OCC)CC(C)(C)C2	-1	-10	-17	-1	11	-0.8	-13	0	-2
CC/C=C\[C@H](O)[C@H](O)C1=C(C)C(=O)[C@]2(O1)C(=O)N[C@@](OC)(C(=O)c1ccccc1)C2O (some centres undefined)	4	-5	2	3	0	-0.6	6	0	24
CCOC(=O)c1sc2nc(CC(=O)OC)nc(NCCN3CCOCC3)c2c1C	-4	0	-6	5	-2	-0.5	-1	-2	-4
O=C(Cn1c(=O)c2c(ncn2Cc2ccccc2)n(Cc2ccccc2)c1=O)N1CCCC1	-2	13	3	6	-9	-2.0	-15	1	9
FC(F)(F)c1nnc2ccc(NCn3nnc4ccccc43)nn12	-1	7	0	4	-4	4.1	-29	-3	9
CCN=C1SC(CC(=O)Nc2ccc(N3CCOCC3)cc2)C(=O)N1CC (centres undefined)	-11	48	-16	11	6	-0.2	-5	3	0
C/C(=N\Nc1ccc([N+](=O)[O-])cc1)c1cc2ccccc2o1	-13	45	1	3	12	53*	-59	-2	6
O=C(Cn1ccc(NC(=O)OCc2ccccc2)nc1=O)NCCN1CCOCC1	4	9	1	0	2	-0.9	1	4	-10
O=C(NC(NNc1ccc([N+](=O)[O-])cc1)(C(F)(F)F)C(F)(F)F)c1ccc(Cl)cc1	-38	48	-10	13	27*	30	1	0	-9
Cc1nnc(-c2cccc(Br)c2)c2cn(-c3ccccc3)nc12	-5	20	-3	9	3	-4.8	14	0	16
CS(=O)(=O)N1N=C(c2cccs2)CC1c1ccc(Cl)o1 (centres undefined)	3	3	-3	0	0	0.8	-3	-1	14
COc1ccc(CCNC(=O)COC(=O)c2cc(S(=O)(=O)N3CCOCC3)ccc2C)cc1OC	-1	15	-2	1	15	-2.2	0	-6	5
CCOc1ccc2nc(/N=C/c3nc(-c4ccc(Br)cc4)oc3O)sc2c1	-3	-8	0	3	0	147*	-116	1	23

# Compound profiles, as listed above. Screens in order: CHRM5 PAM, TAAR1 antagonist, CHRM4 PAM, TAAR1 agonist, M5 antag, CRFR2-BP ag, CRFBP-R2 block, CHRM5 agonist, M1 PAM parental
# Shown for CCOC(=O)N1CCN(Cc2nc3cc(NC(=O)c4ccco4)ccc3n2C)CC1 = -4, -12, -1, 1, 12, -0.6, 23, -5, 0
# Shown for CCC(C(=O)Nc1cc(Cl)c(OC)cc1OC)c1ccccc1 (centres undefined) = 0, -18, 2, -2, 19, -0.8, 16, 1, 13
# Shown for COc1ccc(-c2cc3c(=O)n(CC(=O)NCCCc4ccccc4)ncn3n2)cc1 = -8, -11, -3, 1, 7, -1.0, 24, 2, -2
# Shown for C=CCN1C(=O)c2oc3ccccc3c(=O)c2C1c1ccc(O)c(OC)c1 (centres undefined) = -4, -1, 9, 1, 2, -2.5, -8, -1, 2

# The list goes on:
SMILES	CHRM5 PAM	TAAR1 antagonist	CHRM4 PAM	TAAR1 agonist	M5 antag	CRFR2-BP ag	CRFBP-R2 block	CHRM5 agonist	M1 PAM parental
Cc1c(NC(=O)CSc2nnc(C(C)Oc3ccc(Cl)cc3)n2-c2ccccc2)c(=O)n(-c2ccccc2)n1C (centres undefined)	-6	-7	-2	1	5	-2.4	5	-8	24
COc1ccc(OC)c(NC(=O)COC(=O)c2c3c(nc4ccccc24)CCCC3)c1	-24	44	-10	13	13	-8.8	-65	-1	-2
O=C(COc1cc(F)ccc1[N+](=O)[O-])Nc1ccc(N2CCOCC2)cc1	-2	7	8	2	14	0.7	11	1	1
CC(C)NC(=O)c1ccc2c(c1)N(CC(=O)N1CCCCC1)C(=O)C(C)(C)O2	-2	4	10	3	10	0.9	2	-2	8

# Compounds as they come; 4.2% or so of the library scored in one or more.
